# Bioassay records (PubChem)
# Artemis endo inh: blocks endonuclease activity of human Artemis; 0.78% of 30,000 active; recombinant Artemis, quenched FAM hairpin cleavage fluorescence; AID 686954; inhibition, % at 10 µM;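 active = at 10 µM dose, at least 30% inhibition, measured as corrected fluorescence normalized to stimulator and neutral control wells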
# Target sequence (Q96SD1 whole entry, looked up): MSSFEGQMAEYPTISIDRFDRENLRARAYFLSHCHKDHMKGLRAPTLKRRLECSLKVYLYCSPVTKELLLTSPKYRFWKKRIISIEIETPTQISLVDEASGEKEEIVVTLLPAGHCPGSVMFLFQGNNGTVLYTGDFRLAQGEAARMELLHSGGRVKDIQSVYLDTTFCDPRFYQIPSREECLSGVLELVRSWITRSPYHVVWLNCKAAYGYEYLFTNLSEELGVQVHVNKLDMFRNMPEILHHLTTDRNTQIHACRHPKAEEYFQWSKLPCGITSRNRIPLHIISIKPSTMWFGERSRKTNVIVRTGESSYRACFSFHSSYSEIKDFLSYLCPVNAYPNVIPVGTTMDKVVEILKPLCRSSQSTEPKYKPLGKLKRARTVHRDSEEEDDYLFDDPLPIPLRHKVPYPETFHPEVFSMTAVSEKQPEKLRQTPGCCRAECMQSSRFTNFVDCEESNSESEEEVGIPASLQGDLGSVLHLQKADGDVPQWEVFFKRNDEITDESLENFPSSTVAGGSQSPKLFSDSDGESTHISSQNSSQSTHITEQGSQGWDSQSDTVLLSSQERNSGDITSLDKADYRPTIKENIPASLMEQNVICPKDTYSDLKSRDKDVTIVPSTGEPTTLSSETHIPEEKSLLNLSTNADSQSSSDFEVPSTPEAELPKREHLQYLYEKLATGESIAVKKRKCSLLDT
# The depositor's hits bear a star.
# Sample of the layout, 19 compounds:
SMILES,Artemis endo inh
CC(C)(C)n1nc2c(c1NC(=O)c1ccc(Br)o1)CS(=O)C2 (configuration not stated),4
COc1ccc2[nH]c(=O)c(COC(=O)c3ccco3)cc2c1,-2
Nc1nc(NC(=O)c2cccnc2)nn1-c1ccccc1,-4
CCOc1cc(CN2CCOCC2)cc(C(C)=O)c1,-5
CC(Oc1ccccc1)C(=O)OCC(=O)NC(=O)NCc1ccco1 (configuration not stated),-7
CCCCCC/C(=N/O)c1ccccn1,11
Nc1ccn(-c2ccccc2)c(=O)c1,0
COC(=O)c1ccc(CSc2n[nH]c(=S)s2)o1,-6
CCCCCC(=O)Nc1ccc(Cc2ccncc2)cc1,-6
O=C1NC(=S)SC1=C1CCCCCC1,7
O=C(CSc1nc2ccccc2o1)Nc1ccccc1N1CCOCC1,2
Cn1c2c(c(=O)n(C)c1=O)CN(Cc1ccco1)CN2,-5
COc1ccc(/C=N/Nc2ccc([N+](=O)[O-])cc2)cc1Cn1cc([N+](=O)[O-])cn1,4
Clc1ccccc1-c1nc(-c2cccnc2)no1,-2
COc1ccc(CNC(=O)CCc2nc(-c3ccccc3F)no2)c(OC)c1,6
COc1ccc(OC)c2c(C)cc(N3CCN(C(=O)c4ccc(F)cc4)CC3)nc12,-2
O=C1c2ccccc2C(=O)N1CCCOc1ccccc1,7
Cc1cccc(-n2c(=O)[nH]c3c(C(N)=O)nc(CC(C)C)nc32)c1,2
O=C(c1ccco1)N1CCCC(c2ccccc2)C1 (configuration not stated),-8

# The listing, from the first entry:
SMILES,Artemis endo inh
CC(C)(C)n1nc2c(c1NC(=O)c1ccc(Br)o1)CS(=O)C2 (configuration not stated),4
COc1ccc2[nH]c(=O)c(COC(=O)c3ccco3)cc2c1,-2
Nc1nc(NC(=O)c2cccnc2)nn1-c1ccccc1,-4
CCOc1cc(CN2CCOCC2)cc(C(C)=O)c1,-5
CC(Oc1ccccc1)C(=O)OCC(=O)NC(=O)NCc1ccco1 (configuration not stated),-7
CCCCCC/C(=N/O)c1ccccn1,11
Nc1ccn(-c2ccccc2)c(=O)c1,0
COC(=O)c1ccc(CSc2n[nH]c(=S)s2)o1,-6
CCCCCC(=O)Nc1ccc(Cc2ccncc2)cc1,-6
O=C1NC(=S)SC1=C1CCCCCC1,7
O=C(CSc1nc2ccccc2o1)Nc1ccccc1N1CCOCC1,2
Cn1c2c(c(=O)n(C)c1=O)CN(Cc1ccco1)CN2,-5
COc1ccc(/C=N/Nc2ccc([N+](=O)[O-])cc2)cc1Cn1cc([N+](=O)[O-])cn1,4
Clc1ccccc1-c1nc(-c2cccnc2)no1,-2
COc1ccc(CNC(=O)CCc2nc(-c3ccccc3F)no2)c(OC)c1,6
COc1ccc(OC)c2c(C)cc(N3CCN(C(=O)c4ccc(F)cc4)CC3)nc12,-2
O=C1c2ccccc2C(=O)N1CCCOc1ccccc1,7
Cc1cccc(-n2c(=O)[nH]c3c(C(N)=O)nc(CC(C)C)nc32)c1,2
O=C(c1ccco1)N1CCCC(c2ccccc2)C1 (configuration not stated),-8
Cc1cc(C)nc(Sc2c(C)nn(-c3ccccc3)c2C)n1,-5
Cc1ccnc(NC(=O)c2cccs2)c1,-9
Cc1ccc(CNC(=O)c2ccc(NS(=O)(=O)c3c(C)noc3C)cc2)cc1,0
Cc1cc2ncn(-c3ncnc4sc(C)c(C)c34)c2cc1C,8
CC1=C(C(=O)OC(C)C)C(c2ccc(Br)s2)NC(=O)N1C (configuration not stated),-12
C=C(C)COc1ccc(-c2[nH]ncc2Oc2cccc(OC)c2)c(O)c1,-5
CC(Sc1nnc(Cc2cccs2)n1C1CCCCC1)C(=O)N1CCc2ccccc21 (configuration not stated),4
COc1ccc(Nc2oc(COc3ccc(Cl)cc3)nc2C#N)cc1,3
CSC(=NCc1cccnc1)NS(=O)(=O)c1cccs1,-12
CN(CCNC(=O)c1ccc(N2CCCC2=O)cc1)CCc1ccccc1,-1
COc1ccc(C)cc1NC(=O)CSc1nnc(-c2cc3cccc(OC)c3o2)n1N,-2
CCn1c(Cc2cccn2C)nnc1SCC(=O)c1ccc(C)cc1,-2
COc1cc(C)ccc1OCCCOc1cc(C)ccc1Cl,1
COc1ccc(S(=O)(=O)c2ccc(OC)c(OC)c2)cc1OC,-1
CCOC(=O)CCn1c(=O)c2c(nc(Br)n2Cc2ccccc2)n(C)c1=O,1
CCOc1cc(C2c3c(n[nH]c3C)C(=O)N2c2ccc(Br)cc2)ccc1O (configuration not stated),-3
COc1ccc(S(=O)(=O)N2CCN(CC(=O)Nc3ccc(C)c(F)c3)CC2)cc1,-2
O=C(CCNS(=O)(=O)c1ccc(Cl)cc1)N1CCC2(O)CCCCC2C1 (configuration not stated),8
CCOc1cc(CNc2ccc(O)cc2)cc(Br)c1OCc1ccccc1F,6
O=C(c1cccc(F)c1)N1CCN(Cc2ccco2)CC1,4
OC(Cn1nnc2ccccc21)Cn1c(C(F)(F)F)nc2ccccc21 (configuration not stated),-14

# Some of the entries so far, as labelled records:
CC(Oc1ccccc1)C(=O)OCC(=O)NC(=O)NCc1ccco1 (configuration not stated)
  Artemis endo inh = -7

COc1ccc(C)cc1NC(=O)CSc1nnc(-c2cc3cccc(OC)c3o2)n1N
  Artemis endo inh = -2

# Next part.
SMILES,Artemis endo inh
Fc1c(F)c(C(F)(F)F)c(F)c(F)c1N1CCN(c2ccc3nnc(C(F)(F)F)n3n2)CC1,17
CCn1c(SCC(=O)N2CCOCC2)nc2c(c1=O)SC(C)C2 (configuration not stated),-2
COc1cc(SC#N)ccc1N=Cc1c(C)[nH]n(-c2ccc(C)cc2C)c1=O,20
Cc1cc(N(CCO)CCO)nc(-n2nc(C)cc2C)n1,10
Cc1ccnc(NC(=O)c2cccc(NS(=O)(=O)c3ccccc3C)c2)c1,9
C[N+](C)(C)CCNC(=O)c1c(O)c2c([nH]c1=O)CCCC2,3
CCS(=O)(=O)N1CCC(C(=O)OCC(=O)c2ccc(Br)cc2)CC1,-3
CCCOc1ccc2oc(=O)c3c(c2c1)CCCN3C(=O)CN1CCCC(C(=O)OCC)C1 (configuration not stated),-2
Cc1cccc(C)c1NC(=O)Nc1cccs1,6
Cc1ccc(C(=O)Nc2c(C)cc(-c3ccc(Cl)cc3)oc2=O)cc1,-8
C=CCc1c(OC)ccc2ccc(=O)oc12,-2
CCCOc1ccc(C(C)=O)cc1CSCCC#N,6
O=c1oc(Nc2ccc(F)cc2)nc2ccccc12,-1
CNc1oc(-c2cccc3ccccc23)nc1C#N,16
CCNc1c([N+](=O)[O-])ncn1C,-2
CC1CCc2c(nc3ncnn3c2Nc2ccc(OC(F)(F)F)cc2)C1 (configuration not stated),-2
CCOC(=O)Cc1csc(NC(=O)COc2ccc(N(C)S(=O)(=O)c3cccs3)cc2)n1,1
O=C(O)C1CCN(C(=O)NC2CCCCC2)CC1,-12
CC1CCCN(C(=O)c2ccc3c(c2NCCO)C(=O)c2ccccc2C3=O)C1 (configuration not stated),2
CCOc1ccc(C(=O)Nc2cc(-c3nc4ccccc4[nH]3)ccc2C)cc1[N+](=O)[O-],17
O=C(CN1CCN(S(=O)(=O)c2cc(Cl)ccc2Cl)CC1)Nc1ccc2c(c1)OCCO2,6
CCCCc1c(O)n2c(nc3ccccc32)[nH]c1=O,-12
Cc1ccc(C(=O)Nc2nc(-c3cccnc3)cs2)o1,-1
CCCn1c(O)c(CN2CCCCC2)c(C)c(C#N)c1=O,4
O=C(C1CCN(S(=O)(=O)N2CCOCC2)CC1)N1CCN(Cc2ccc3c(c2)OCO3)CC1,1
Cc1ccc(S(=O)(=O)NCC2CCC(C(=O)NCCCN3CCOCC3)CC2)cc1 (configuration not stated),-4
COc1ccc(-c2cc(C(F)(F)F)n3nc(C(=O)Nc4cc(C)on4)cc3n2)cc1OC,-2
Nc1c(S(=O)(=O)c2cccs2)c2nc3ccccc3nc2n1/N=C/c1cccc(O)c1,27
Cc1ccnc(NC(=O)CCC(=O)N(CC(=O)NC2CCCCC2)c2cccc(C)c2C)c1,6
CCCCCOC(=O)c1cc(=O)[nH]c2ccccc12,9
CCCCN(CCCC)c1nc2ccccc2nc1C(C#N)C(=O)NCCCOC (configuration not stated),-51
CNc1nc(-c2ccccc2)cc(C(F)(F)F)c1C#N,-6
Cn1c(=O)c2c(ncn2CC(=O)N2CCOCC2)n(C)c1=O,-5
Cc1ccc2c(c1)[nH]c1c(=O)n(CCN3CCCCC3)cnc12,-17
Cc1cc(C)c(OCC(=O)Nc2nnn(C)n2)c(Br)c1,-4
CC1CCN(C(=O)CSCc2ccc(Cl)cc2)CC1,1
[O-]/[N+](=C\c1ccccc1)[C@@H]1CCCC[C@@H]1/[N+]([O-])=C/c1ccccc1,-4
CCOCC(=O)NCc1ccc2c(c1)OCO2,-15
O=C(CN1CCN(S(=O)(=O)c2ccc(F)cc2)CC1)Nc1cccc(C(F)(F)F)c1,-1
COc1ccc(Cl)cc1Nc1nc(NCCO)nc(N2CCCC2)n1,-3
CSCCC(=O)N1C(C)CCCC1C(=O)O (configuration not stated),1
CC(=O)N1CCN(CCN=CC2=C(O)CC(c3cccs3)CC2=O)CC1 (configuration not stated),0
CCCC(c1c(C)n(C)n(-c2ccccc2)c1=O)c1c(C)n(C)n(-c2ccccc2)c1=O,-16
COc1ccc2c(CC(=O)OCC(=O)c3ccccc3OC)coc2c1,8
CNCCOCC(O)CSc1ccccc1 (configuration not stated),-8
O=c1cc(N2CCC(Cc3ccccc3)CC2)[nH]c(=O)n1C1CCCCC1,-2
CC1(C)Cc2c(sc3c2c(=N)n(Cc2ccco2)c(=O)n3CC(=O)Nc2ccc(Cl)cc2)CO1,12
O=C(c1cccs1)N1CCCC1,10
Cc1cc(C(C)(C)C)ccc1OCCN1CCCC1,-3
Cc1ccc(C(=O)COC(=O)CCC(=O)Nc2cc(Cl)ccc2Cl)cc1[N+](=O)[O-],-4
COc1cc(NC(=O)C2CCCCC2)c(OC)cc1NC(=O)CN1CCCCC1,3
Cc1ccc(OCc2nnc(SCC(=O)Nc3ccc4c(c3)OCCO4)n2Cc2ccco2)cc1,15
N#Cc1nc(COc2ccccc2)oc1N1CCN(Cc2ccccc2)CC1,8
COC(=O)c1sc2ccccc2c1-n1cccc1C(=O)C(=O)Nc1ccc(F)cc1,-5
CCc1cccc(CC)c1N(COC)C(=O)Cn1ccccc1=N,-5
O=C(CN(Cc1ccco1)C(=O)CNS(=O)(=O)c1ccc(F)cc1)NCc1ccc(F)cc1,-7
O=C(CCl)Nc1cccc(-c2cnc3ccccc3n2)c1,3
COc1ccc(S(=O)(=O)Nc2c(C)ccc3nsnc23)cc1OC,0
Cc1cc(C)n2nc(C(=O)Nc3ccc4c(c3)OCO4)nc2n1,4
Cc1cccc(C(=O)OCc2cnc(Cl)s2)c1,-1

# (cont.)
SMILES,Artemis endo inh
CC(C)OC(=O)C1C2C=CC3(CN(Cc4cccs4)C(=O)C13)O2 (configuration not stated),-2
O=C(CN1CCN(S(=O)(=O)c2ccc(F)cc2)CC1)Nc1ccccc1F,7
O=C(c1ccc(F)cc1)N1CCN(C(=O)c2cccnc2)CC1,-3
CO/N=C/NC(=O)NOCc1ccc(Cl)cc1Cl,3
CCn1c(=O)n(CC(=O)NCc2ccco2)c(=O)c2ccccc21,-7
Cc1ccc(CNC(=O)Cn2c(=O)oc3ccccc32)o1,-7
O=c1c2ccccc2cnn1-c1ccc(Cl)cc1,2
Cc1occc1C(=O)Nc1sc2c(c1C(N)=O)CCCCC2,6
COc1ccc(C2CC(=O)c3cnc(NC(=O)c4ccccc4)nc3C2)c(OC)c1 (configuration not stated),25
Cc1cc(C)n(-c2cc(-c3ccccc3)nc(C)n2)n1,-2
C=C(C)C1CC=C(CN2CC(C)OC(C)C2)CC1 (configuration not stated),-5
Cc1ccc2[nH]c3c(c2c1)CN(C(=O)CN1CCN(Cc2ccc4c(c2)OCO4)CC1)CC3,8
Cc1c(C(=O)N2CCCCC2)oc2ccc(S(=O)(=O)N3CC(C)CC(C)C3)cc12 (configuration not stated),16
COC(=O)c1cc(OC)c(OC)cc1NC(=O)c1ccco1,-1
O=C(Nc1ccc(N2CCCCC2)cc1)c1cccnc1,0
O=C(NCCSCc1ccco1)Nc1ccc(Cl)cc1,-7
Nc1nc(-c2ccco2)nn1C(=O)CCc1ccccc1,2
CCC(C)n1[nH]c(=O)c2c(C)cc(C)nc21 (configuration not stated),3
COC(=O)c1ccccc1NC(=O)C1CCCN(S(=O)(=O)c2ccc(F)cc2)C1 (configuration not stated),10
O=C1C(=C2SCCCS2)CC/C1=C\c1ccc(F)cc1,0
CC(C)C(c1nnnn1C(C)(C)C)N1CCN(c2cccc(Cl)c2)CC1 (configuration not stated),10
CN1CCC(N(C)CC(=O)Nc2ccccc2N2CCOCC2)CC1,3
CN(C)S(=O)(=O)c1ccc(C(=O)Nc2ccc(CN3CCCC3)cc2)cc1,-8
COC(=O)c1sc(NC(=O)c2ccc(Cn3cc(Cl)cn3)o2)c(C#N)c1C,6
COC(=O)CNC(=O)CN1C(=O)N(c2ccccc2)C(N(O)C(=O)Nc2ccccc2)C1(C)C (configuration not stated),4
CCOc1ccc(CCNC(=O)C(C)n2nc(C)n3c(cc4occc43)c2=O)cc1OCC (configuration not stated),-5
COc1ccc(-c2nn(-c3ccccc3)cc2/C=N/NC(=O)c2ccc(Br)o2)cc1,10
Cc1cc(C)n(C2CCCCC2OC(=O)c2ccccc2)n1 (configuration not stated),14
O=C1c2ccccc2C(=O)N1CCCCSc1nc2ccccc2o1,9
Nc1nc(CSc2nc3ccccc3[nH]2)cs1,3
CCOC(=O)c1c(C)nc2ncccn12,-5
O=C1C2C3C=CC(C3=C3CCCCC3)C2C(=O)N1c1ccccc1 (configuration not stated),-5
O=C(c1ccccc1)c1nn(-c2ccccc2)c(=O)cc1C(F)(F)F,-4
COn1cnnc1-c1ccccc1,-8
COc1ccc(-c2nnc(N3CCCCC3)c3ccccc23)cc1,6
O=C(NCC(c1ccco1)N1CCCC1)c1ccc(Cl)cc1 (configuration not stated),-1
COc1ccc(C2CC(C(F)(F)F)n3nc(C(=O)Nc4ccc5c(c4)OCO5)cc3N2)cc1 (configuration not stated),8
COC(C(=O)Nc1ccc(F)cc1F)c1ccccc1 (configuration not stated),-6

# This is a subset; rates above refer to the full screens.
